Pf growth 96h = inhibits malaria parasite growth, 96 h. P. falciparum luciferase reporter growth, 96 h. Potency, µM (highest dose often 28.7 µM), for the others: at the top dose activity change, negative = inhibition, actives largely listed as inhibitors. 320,000 compounds, 6.9% hits. AID 504834; further: potency means the concentration at half of the fitted maximal effect; on the % scale 0 is the no-effect control and ±100 the full control effect
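Readout is luminescence from an integrated firefly luciferase in P. falciparum. Red cells, 2% hematocrit and 0.05% parasitemia final, were cultured with compound through two parasite generations (96 hours) at 37 C, 5% CO2.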
Shiga toxin inh = Shiga toxin inhibition. inhibition, % at 38.7 µM. Vero cells, Shiga toxin protein synthesis inhibition reporter. 290,000 compounds, 9.2% hits; in the data active means inhibition mostly above about 28%, no sharp cut-off; inactive means mostly below about 43%; further: 0% is about no effect
Giardia FBPA inh = inhibitors of Giardia lamblia fructose-1,6-bisphosphate aldolase; A8B2U2; purified Giardia FBPA; Potency, µM (highest dose often 59.6 µM), for inactives: top-dose activity, negative = inhibition, actives largely listed as inhibitors; 290,000 compounds, 0.71% hits; AID 2451; further: potency means the concentration at half of the fitted maximal effect; on the % scale 0 is the no-effect control and ±100 the full control effect; nearly all actives have a fitted effect of over 55% in size
Target sequence (A8B2U2 whole entry, looked up): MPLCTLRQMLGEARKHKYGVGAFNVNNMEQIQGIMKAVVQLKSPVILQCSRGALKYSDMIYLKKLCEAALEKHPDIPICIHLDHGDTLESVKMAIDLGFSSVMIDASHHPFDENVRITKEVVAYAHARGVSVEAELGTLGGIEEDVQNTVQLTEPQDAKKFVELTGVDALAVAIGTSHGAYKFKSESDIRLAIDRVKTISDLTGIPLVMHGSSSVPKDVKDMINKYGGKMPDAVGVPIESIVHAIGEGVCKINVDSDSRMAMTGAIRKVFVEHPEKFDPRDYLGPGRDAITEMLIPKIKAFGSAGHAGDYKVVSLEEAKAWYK
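40 nM FBPA preincubated 10 min at RT with compound (up to 57.5 uM final), then substrate plus GAPDH/TPI/NAD/arsenate coupling and diaphorase/resazurin added. Fluorescence read after 20 min at RT, 525/598 nm.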
CHX counter = counter-screen hit for Shiga toxin inhibitors, cycloheximide; AID 2314; 300,000 compounds, 12% hits; max response, %; cell reporter, cycloheximide protein synthesis inhibition counterscreen; in the data active means max response mostly above about 13%, no sharp cut-off; inactive means mostly below about 14%; further: read at 38.3 µM for the half of the compounds with a filed dose; 0% is about no effect
HCV inh = HCV inhibition | AID 651820 | Potency, µM (series often up to 41.8 µM), for inactives: at the highest dose activity change, negative = inhibition, usual class: inhibitors | 340,000 compounds, 3.4% hits | Huh7.5.1 HCVcc-Cre infection, luciferase reporter, 44 h; further: potency means the concentration at half of the fitted maximal effect; on the % scale 0 is the no-effect control and ±100 the full control effect
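Cells seeded at 1,000/well and cultured 4 h, then compounds added followed by HCVcc-Cre virus (~0.5 moi). After 44 h further culture, luciferase substrate was added, plates held 15 min at room temperature, and luminescence read for 15 sec.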
Pf growth 48h = P. falciparum growth inhibition at 48 hours (one generation) | P. falciparum luciferase growth in erythrocytes, 48 h | Potency, µM (series often up to 28.7 µM), for inactives: top-dose activity change, negative = inhibition, usual class: inhibitors | 310,000 compounds, 5.9% hits; further: potency means the concentration at half of the fitted maximal effect; on the % scale 0 is the no-effect control and ±100 the full control effect
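First compound was added to culture medium, then infected red cells at 0.1% parasitemia and 2% hematocrit (final). After incubation at 37 C under 5% CO2, luciferase detection reagent was dispensed and light output recorded.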
Active calls of the source: *; ? = inconclusive; · = not tested or not shown; [ ] = dose if it differs, or a comment. Unless noted, the call rests on the fitted dose curve; in most records, active means well fitted curve in the direction sought with a large enough effect; inconclusive means small, poorly fitted or top-dose-only effect, or another doubt; inactive means no such curve, though single readings can be large; an effect the other way counts as inactive or inconclusive.

molecule	Pf growth 96h	Shiga toxin inh	Giardia FBPA inh	CHX counter	HCV inh	Pf growth 48h
Cc1ccc(C)c(S(=O)(=O)Nc2ccccc2C(=O)Nc2ccc(S(=O)(=O)Nc3ncccn3)cc2)c1	?	8	14%	-2	34%[activator]	?
COc1cccc([C@H](O)Cn2cc(-c3ccc(CON=C(C)C)cc3)nn2)c1	?	-7	-1%[12.9 µM]	-1	-20%[8.37 µM]	-43%
CN(C)C(=O)c1ccc(NC(=O)COC(=O)Cn2cc(C(F)(F)F)ccc2=O)cc1	-12%	·	·	·	11%	2%
COc1ccc(C)cc1NC(=O)C1CCCN(S(=O)(=O)c2cccs2)C1 (stereo unspecified)	-13%	-3	-6%	-2	?	-19%
CC(C)(C)CC(=O)Nc1nnc(CCc2ccccc2)s1	228%[activator]	93	13%	29*	19%	?
COC(=O)c1cnc(Oc2ccc(NC(=O)NC(=O)c3c(OC)cccc3OC)cc2)cc1C(F)(F)F	?	9	7%	-1	-24%	?
CC(C)(C)OC(=O)N[C@@H](Cc1ccccc1)[C@H](O)c1ccco1	-15%	40	-6%	20*	-16%	29%
COc1cccc(C(=O)N/N=C(\C)c2cccc(NC(=O)c3ccc(F)cc3)c2)c1OC	43%[activator]	77*	·	27*	?	?
CC1(C)N=C(N)N=C(N)N1c1ccccc1	0.74µM*	-5	-1%	-4	?	·
COc1ccc(NC(=O)N(Cc2cc3cc(OC)c(OC)cc3[nH]c2=O)CC2CCCO2)cc1 (stereo unspecified)	18%	14	-2%	12*	5%	?

molecule	Pf growth 96h	Shiga toxin inh	Giardia FBPA inh	CHX counter	HCV inh	Pf growth 48h
COc1ccc(-c2noc(CCCC(=O)Nc3ccc(C(N)=O)cc3)n2)cc1OC	?	12	19%	10	-8%	?
O=C(O)c1ccccc1Nc1ccccc1C(=O)O	25%	-8	-5%	2	1%	-5%
CCOC(=O)N1CCN(C(=O)CSC2=NS(=O)(=O)c3ccccc3N2)CC1	0%	·	·	·	31%[activator]	3%
CCc1ccc(C(C(=O)NC2CCCC2)N(C(=O)c2csnn2)C2CC2)cc1 (stereo unspecified)	?	-7	·	-5	15%	-18%
COc1cc(C)c(Cl)cc1S(=O)(=O)NCc1ccccn1	4%	-6	-11%	-2	-8%	-7%
CCCCS(=O)CC(CS(=O)CCCC)OC(=O)c1ccccc1 (stereo unspecified)	6.6µM*	-22	-2%	-2	6%	3%
COc1cc(C(=O)N2CCN(C/C=C/c3ccccc3)CC2)cc(OC)c1OC	?	12	-1%	4	?	?
COc1ccc(C(=O)NCC2(c3ccc(OC)c(OC)c3)CCCC2)c(OC)c1	?	-8	-4%	-1	14µM*	12µM*
O=C(CN1CCN(Cc2ccc(Cl)cc2)CC1)N/N=C/c1c[nH]c2ccccc12	?	5	3%	-6	-6%	-6%
Cc1ccc(S(=O)(=O)c2nc(NCCN(C)C)sc2Cl)cc1	?	-5	8%	-5	-17%	·

molecule	Pf growth 96h	Shiga toxin inh	Giardia FBPA inh	CHX counter	HCV inh	Pf growth 48h
Cc1ccc(C(=O)NCCCC(=O)O)o1	?	-3	3%	-2	-1%	-5%
CCOC(=O)C1C(=O)C=C(/C=C/c2ccccc2)CC1c1ccc(Cl)cc1 (stereo unspecified)	-4%	-11	-10%	-3	25%	0%
Cc1occc1-c1nnc(SCC(=O)NCCc2ccccc2)o1	37%[activator]	19	0%	8	3%	251%[activator]
O=c1[nH]c(SCc2ccc(Cl)cc2)nc2[nH]ncc12	?	27	1%	19*	4%	?
CCS(=O)(=O)c1nc(S(=O)(=O)c2ccc(Cl)cc2)c(NCc2ccccn2)s1	-19%	-6	1%	-4	-17%	-18%
COCCN(C(=O)c1cccc(N2C(=O)CCC2=O)c1)c1nc(-c2ccc([N+](=O)[O-])cc2)cs1	2%	·	·	·	?	?
COc1ccccc1N1CCN(C(=O)CCc2nnc3ccc(N4CCOCC4)nn23)CC1	?	-3	-7%	2	25%	2%
CCOc1ccc(CNC(=O)C2CCCN(c3nnc(C)c4c(C)n(-c5ccccc5)nc34)C2)cc1 (stereo unspecified)	-5%	-8	11%	-2	-15%	?
COc1ccccc1C1=NNC(=Nc2cccc(S(=O)(=O)N(C)C)c2)SC1	?	-5	-30%	3	13µM*	1.9µM*
CN(CC(=O)Nc1ccccc1Cl)C(=O)COC(=O)c1ccc(C(F)(F)F)cc1	6%	·	·	·	1%	18%

molecule	Pf growth 96h	Shiga toxin inh	Giardia FBPA inh	CHX counter	HCV inh	Pf growth 48h
O=c1cc(N2CCN(c3ccc(F)cc3)CC2)[nH]c(=O)n1C1CCCCC1	92%[activator]	-21	9%	-2	28%	-6%
COc1ccc(NC(=O)COC(=O)C2CC(=O)N(c3ccc(C)cc3)C2)cc1 (stereo unspecified)	?	-7	9%	3	16%	33%[activator]
COc1ccc(CC(=O)N2CCN(S(=O)(=O)c3ccc(Cl)s3)CC2)cc1	-5%	·	·	·	11%	-28%
CCOCCCNC(=O)C(c1ccc(OC)cc1)N(Cc1cccs1)C(=O)c1ccccc1O (stereo unspecified)	68%[activator]	-12	0%	2	-15%	-40%
COC(C[C@@H](O)[C@H](C)[C@H](O)COCc1ccccc1)OC	54%[activator]	19	13%	6	26%	0%
CCOc1cccc(C2c3c(oc4cc(C)c(C)cc4c3=O)C(=O)N2CCCN(C)C)c1 (stereo unspecified)	20%	1	-4%	3	·	·
Cc1ccoc1C(=O)NCCNc1ccc(Cl)cc1[N+](=O)[O-]	?	27	0%	14*	?	25%
CN(Cc1ccccc1)C(=O)C1CCN(S(=O)(=O)c2cccc3nonc23)CC1	13µM*	-7	-8%	-2	-3%	-9%
O=C(Cn1c2c(c(-c3ccccc3Cl)cc1=O)CCC2)NCC1CCCO1 (stereo unspecified)	4%	-2	-3%	-3	6%	-6%
COc1ccc(CC(NC(C)=O)C(=O)NC2CCN(c3ncccc3[N+](=O)[O-])CC2)cc1 (stereo unspecified)	12%	-3	1%	1	-3%	-19%

molecule	Pf growth 96h	Shiga toxin inh	Giardia FBPA inh	CHX counter	HCV inh	Pf growth 48h
Fc1cccc(Cl)c1CNCc1cccnc1	12µM*	17	5%	-1	1%	11%
COc1ccc(CNC(=O)C(OC(=O)c2ccco2)c2ccc(OC)cc2)cc1 (stereo unspecified)	0%	-4	5%	-2	7%	0%
Cc1ccc(S(=O)(=O)NCC(=O)Nc2ccc3c(c2)OCCO3)cc1	?	-18	-3%	6	9%	-2%
O=C(CSc1ncnc2c1cnn2-c1ccccc1)NC1CCCC1	62%[activator]	·	·	·	10µM*	54%[activator]
CC(=O)Nc1ccc(OCC(O)CN2CCN(c3ccc(Cl)cc3)CC2)cc1 (stereo unspecified)	?	-10	0%	-2	9%	?
Cc1ccc(C(=O)Nc2nnn(C)n2)cc1	-1%	44	1%	18	11%	63%[activator]
CCOC(=O)Cc1csc(NC(=O)CSc2nc(C)cc(=O)[nH]2)n1	5%	-11	?	-1	?	4%
Cc1nn(-c2ccccc2)c(NC(=O)C(C)C)c(-c2ccccc2)c1=O	11%	-16	0%	-4	25%	2%
CC(C)(C)C1(O)CC(C(F)(F)F)=NN1C(=O)CCc1ccccc1 (stereo unspecified)	-11%	2	2%	-5	19%	13%
CCSC1=N/C(=C\c2cccnc2)C(=O)N1c1ccccc1	?	-11	2%	-2	?	3%

molecule	Pf growth 96h	Shiga toxin inh	Giardia FBPA inh	CHX counter	HCV inh	Pf growth 48h
CCOC(=O)c1cc(-c2ccc3c(c2)OCCO3)nc2c1c(C)nn2CCC#N	·	13	-6%	-2	?	9.3µM*
O=C(c1cccnc1)N1CCN(S(=O)(=O)c2cccc(Cl)c2)CC1	?	-9	·	-2	9%	5%
O=C(NC(=S)Nc1cnc2ccccc2c1)c1ccccc1	48%[activator]	63*	?	47*	14%	112%[activator]
CC(C)N1CCN(Cc2nc3c(s2)CCCC3)CC1CCO (stereo unspecified)	?	6	0%	-2	12%	1%
CCOC(=O)C1CCN(S(=O)(=O)c2c(C)[nH]c(C)c2C(=O)N2CCCCC2)CC1	4%	10	5%	-1	8%	-23%
COc1cccc(C(=O)Oc2ccccc2/C=C\C(=O)c2cc3ccccc3o2)c1	?	63*	-6%	86*	?	?
CC(=O)NCCc1nc2ccccc2n1CCc1ccccc1	34%[activator]	-23	1%	-2	-5%	?
Cc1cc(C)c(NC(=O)Nc2ccccc2)c(Cl)c1	26%	23	0%	7	24%	9%
c1ccc(C2C3=C(Nc4ncnn42)c2ccccc2CCC3)cc1 (stereo unspecified)	5.2µM*	-8	-2%	-1	13%	-7%
COc1ccccc1CNS(=O)(=O)c1ccc2c(c1)CCCN2C(C)=O	?	-9	13%	-8	-13%	-1%

Grouped by structure: the entries above with a thiophene ring, fused or not (3)
molecule	Pf growth 96h	Shiga toxin inh	Giardia FBPA inh	CHX counter	HCV inh	Pf growth 48h
COc1ccc(C)cc1NC(=O)C1CCCN(S(=O)(=O)c2cccs2)C1 (stereo unspecified)	-13%	-3	-6%	-2	?	-19%
COc1ccc(CC(=O)N2CCN(S(=O)(=O)c3ccc(Cl)s3)CC2)cc1	-5%	·	·	·	11%	-28%
CCOCCCNC(=O)C(c1ccc(OC)cc1)N(Cc1cccs1)C(=O)c1ccccc1O (stereo unspecified)	68%[activator]	-12	0%	2	-15%	-40%

(more compounds)
molecule	Pf growth 96h	Shiga toxin inh	Giardia FBPA inh	CHX counter	HCV inh	Pf growth 48h
O=C(CN1C(=O)NC2(CCCCC2)C1=O)Nc1cccc(S(=O)(=O)N2CCOCC2)c1	-19%	22	1%	6	14%	-19%
COc1ccc(-c2nc(CS(=O)CC(=O)NC3CCCCCC3)c(C)o2)cc1 (stereo unspecified)	14%	-4	5%	6	-15%	4%
CCOc1ccc(C)cc1S(=O)(=O)n1ccc(C)n1	16%	-13	-2%	-1	4%	-8%
CCCN(CCC)C(=O)Cc1ccc(F)cc1	-48%[1.15 µM]	-1	7%	-2	11%	-10%
COC(=O)c1cc(S(=O)(=O)NCC2CCN(Cc3cc(C)ccc3C)CC2)c[nH]1	33%[activator]	-2	17%	-2	-15%	3%
CCCCNC(=O)n1c(SC)nc2ccccc21	15%	-13	2%	-1	0%	·
Cc1ccc(S(=O)(=O)N(CC(=O)N2CCC(C(N)=O)CC2)Cc2ccc(F)cc2)cc1	-7%	25	1%	-3	15%	?
CCN(CC)C(=O)C(=O)c1cc(C)n(-c2ccc(F)cc2)c1C	-16%	-6	7%	12	17%	15%
COc1ccc(C2CC(c3cccc(OC)c3OC)n3nnnc3N2)cc1 (stereo unspecified)	·	8	4%	-2	3%	?
Cc1ccc(C(=O)OCn2ncc(Cl)c(Cl)c2=O)cc1	?	-30	6%	-11	2.5µM*	?

molecule	Pf growth 96h	Shiga toxin inh	Giardia FBPA inh	CHX counter	HCV inh	Pf growth 48h
CC(C)c1ccc(/C=N/N2CCCCC2)cc1	6%	139*	14µM*	31*	8%	77%[activator]
CC(C)(C)C(=O)CNCC(=O)C(C)(C)C	-14%	-9	1%	-2	-4%	19%
O=C1c2ccccc2C(=O)N1COc1ccc(S(=O)(=O)N2CCOCC2)cc1[N+](=O)[O-]	20%	10	-1%	2	10%	20%
Cc1ccc(-c2oc3ncnc(N)c3c2-c2ccc(C)cc2)cc1	10%	-10	-4%	2	?	7.4µM*
CCOC(=O)N1CCc2c(sc3ncn(C)c(=O)c23)C1	?	10	0%	2	-5%	-4%
O=C1NC(=O)C(CCc2ccncc2)(c2ccccc2)C(=O)N1	·	-4	1%	0	18%	11%
Cc1nc(N)nc(N/N=C/c2ccccc2)n1	59%[activator]	41*	-16%	14*	18%	48%[activator]
COc1ccc(NC2CC(=O)NC2=O)cc1 (stereo unspecified)	-4%	-6	-8%	1	6%	23%
O=C(CSc1ccccc1C(=O)NCc1ccccc1)NC1CCCCCCC1	?	-1	4%	-1	16%	-10%
